LEDGF integ inh: blocks HIV-1 LEDGF/p75-dependent DNA integration. TR-FRET IN-LEDGF/p75 DNA integration, Eu/Cy5. inhibition, % at 3.7 µM. hit rate 0.64% among 370,000. AID 743269;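 active means inhibition above the screen-wide mean plus 3 SD, cut at about 13% in these data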;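 further: signal is the Cy5 over europium emission ratio at 671 and 618 nm; 0% = plate median of compound wells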
TCR-CD3 inh: blocks the human TCR-CD3 interaction; TAMRA-labeled TCR probe fluorescence, biochemical; inhibition, % at 9.4 µM; hit rate 0.37% among 360,000; AID 651800; in the data active means inhibition above about 19%;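 further: recombinant mutant TCR 2C K166C tagged with TAMRA read by polarization; 0% = receptor in buffer alone and 100% = receptor with positive control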
SIAE primary: inhibitors of human sialic acid acetylesterase SIAE. hit rate 0.69% among 370,000. inhibition, % at 9.66 µM. Q9HAT2. SIAE FP-Rh probe binding, fluorescence polarization. AID 1053197;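 active means inhibition above a cutoff: mean of compounds within the control limits plus 3 SD of those, cut at about 17% in these data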;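 further: 0% = plate median of compound wells and 100% = probe without SIAE protein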
UHRF1 MBD2 ctr: blocks human UHRF1 binding to methylated DNA; inhibition, % at 4.4 µM; hit rate 0.75% among 370,000; AID 687016; Q96T88; UHRF1 binding to methylated oligo, TR-FRET; in the data active means inhibition above about 21%;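 further: UHRF1 SRA domain binding a hemimethylated CpG hairpin DNA probe; 0% = median of test compound wells and 100% = reference inhibitor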
TDP2 inh: blocks human TDP2 phosphodiesterase activity. O95551. recombinant TDP2, T5PNP hydrolysis, p-nitrophenol absorbance 415 nm. inhibition, % at 12.8 µM. hit rate 0.34% among 370,000;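 active means inhibition above the mean of all tested compounds plus 3 SD, set per campaign, cut at about 25% in these data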;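 further: 0% = DMSO with enzyme and 100% = buffer with substrate but no TDP2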
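Material: recombinant human TDP2; quantity: TDP2 enzyme at 120 nM final; medium: Tris-HCl pH 7.5 with MgCl2; compound: single concentration, 12.8 µM nominal, with 1% DMSO; incubation: 2 h enzyme incubation at 37 °C; signal: epi absorbance; measure: percent inhibition; benchmarks: high control without enzyme, low control DMSO plus TDP2; repeats: singlicate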
HTRA1 inhibitor: blocks human HTRA1 serine peptidase; Q92743; recombinant HTRA1, FP-rhodamine activity-based probe, fluorescence polarization; AID 504803; hit rate 0.5% among 340,000; inhibition, % at 5.96 µM; in the data active means inhibition above about 36%;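 further: 0% = enzyme with DMSO and 100% = wells lacking enzyme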
PRMT1 inh: inhibitors of human PRMT1 | inhibition, % at 2.79 µM | hit rate 1.3% among 370,000 | recombinant PRMT1, activity-based probe fluorescence polarization;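 active means inhibition above about 21% made by adding two undisclosed values, limit read from the data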
ABHD4 inh: ABHD4 (mouse) inhibition, primary FP screen. Q8VD66. hit rate 0.54% among 370,000. purified mABHD4, FP-Rh probe fluorescence polarization. inhibition, % at 8.92 µM;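 active means inhibition exceeding the mean over every tested compound plus 3 SD, cut at about 30% in these data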;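 further: 0% = plate median of compound wells and 100% = S159A mutant with DMSO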
Target sequence (Q8VD66 whole entry, looked up): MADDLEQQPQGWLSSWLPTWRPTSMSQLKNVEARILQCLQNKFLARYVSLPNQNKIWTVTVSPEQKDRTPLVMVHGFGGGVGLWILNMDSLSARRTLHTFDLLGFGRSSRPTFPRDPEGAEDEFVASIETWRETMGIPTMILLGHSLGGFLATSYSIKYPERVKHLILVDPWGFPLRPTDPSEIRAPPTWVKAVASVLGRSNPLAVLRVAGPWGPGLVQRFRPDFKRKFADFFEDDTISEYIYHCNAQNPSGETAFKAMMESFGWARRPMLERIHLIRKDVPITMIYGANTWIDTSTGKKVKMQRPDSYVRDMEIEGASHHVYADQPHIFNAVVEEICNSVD
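Assay system: mouse ABHD4 enzyme, wild type / Also added: fluorescent activity-based probe FP-Rh / Doses: single nominal dose of 8.92 µM, 0.89% DMSO final / Timing: 45 min compound pre-incubation plus 60 min probe step, 25 °C / Signal: FP readout, ex 525 nm / em 598 nm / Control set: S159A mutant/DMSO as 100%, compound-well median as 0%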
DDE Tn7 FP inh: DD(E)-Tn7 binding inhibition, primary FP screen; P02675; FP displacement of FITC-Tn7 peptide from fibrin DD(E); 0% = median of compound wells per plate; inhibition, % at 8.3 µM; hit rate 0.13% among 370,000;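 active means inhibition above the mean of compounds falling within the control limits plus 3 SD of them, cut at about 14% in these data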;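 further: 0% = plate median of compound wells and 100% = 10 µM Aha-Tn7 peptide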
Target sequence (P02675 whole entry, looked up): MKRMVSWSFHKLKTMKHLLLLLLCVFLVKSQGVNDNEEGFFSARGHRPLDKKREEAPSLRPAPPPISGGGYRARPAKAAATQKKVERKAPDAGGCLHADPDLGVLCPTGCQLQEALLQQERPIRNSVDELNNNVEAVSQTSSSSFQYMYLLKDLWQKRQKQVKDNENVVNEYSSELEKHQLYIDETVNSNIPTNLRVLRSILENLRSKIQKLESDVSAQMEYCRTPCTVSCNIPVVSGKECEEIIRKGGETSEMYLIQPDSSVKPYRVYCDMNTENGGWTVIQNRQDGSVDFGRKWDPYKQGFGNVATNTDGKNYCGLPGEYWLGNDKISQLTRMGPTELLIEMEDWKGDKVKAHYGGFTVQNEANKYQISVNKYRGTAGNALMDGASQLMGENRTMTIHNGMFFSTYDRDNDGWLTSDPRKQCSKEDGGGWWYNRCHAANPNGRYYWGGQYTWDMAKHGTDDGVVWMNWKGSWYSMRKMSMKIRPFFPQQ
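Assay system: Human fibrin DD(E) protein | Medium: Tris buffer with calcium and detergent, pH 7.8 | Reagent: 0.1 µM fluorescent Tn7 | Compound dosing: Single point at 8.3 µM | Times: 10 min preincubation, 3 h with tracer, room temperature | Detection: Fluorescence polarization of the labelled Tn7 tracer | Controls: Aha-Tn7 high control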
PG9 binder: PG9 antibody binding by small molecule; hit rate 0.43% among 360,000; TR-FRET gp120-PG9 antibody binding; inhibition, % at 6.7 µM; in the data active means inhibition above about 8.5%
An asterisk follows results filed as active; x = not tested or not shown.

SMILES	LEDGF integ inh	TCR-CD3 inh	SIAE primary	UHRF1 MBD2 ctr	TDP2 inh	HTRA1 inhibitor	PRMT1 inh	ABHD4 inh	DDE Tn7 FP inh	PG9 binder
CC1(C)CC(=O)C(C(c2ccc3c(c2)OCO3)C2C(=O)CC(C)(C)CC2=O)C(=O)C1	5	-1	0	2	-5	x	3	-5	0	-0.7
O=C(c1cccc(C(=O)N2CCN(c3ccccc3)CC2)c1)N1CCN(c2ccccc2)CC1	-1	4	5	-5	17	-5	-2	5	9	-1.3
CCN(CC)S(=O)(=O)c1ccc(N2CCN(S(=O)(=O)c3ccc4c(c3)OCCO4)CC2)nc1	3	-3	-3	5	-4	-2	3	9	-2	-0.1
CC(C)(C)c1[nH]nc2c1C(C1C=CCCC1)C(C#N)=C(N)O2 (centres undefined)	-1	-10	0	-1	4	-12	1	-5	-6	0.8
O=C(NC(=S)Nc1ccc(S(=O)(=O)N2CCCCC2)cc1)c1ccccc1	0	-3	-8	-2	-10	-5	1	2	2	-0.5
CCOc1ccc(-n2cnc3c(=O)[nH]c(N)nc32)cc1	-3	7	4	0	0	-5	2	-1	3	0.0
O=C(C1CCN(S(=O)(=O)c2ccc(Br)s2)CC1)N1CCN(C2CCCCC2)CC1	-2	-3	-5	1	-1	-4	3	1	4	1.2
COc1ccc(N2C(=O)C(O)C2c2ccc(C)cc2)cc1 (centres undefined)	0	7	-5	3	4	-3	3	7	8	0.2
COc1ccc(OC)c(S(=O)(=O)Nc2c(C)nn(C)c2C)c1	-1	2	4	0	-8	8	-1	-1	-1	0.0
COc1ccc(CNC(=O)C2CCC(CNC(=O)[C@@H]3Cc4ccccc4CN3)CC2)cc1 (some centres undefined)	-3	2	6	1	-5	-3	1	5	5	0.7

An excerpt from above in order of length of the SMILES, falling:
SMILES	LEDGF integ inh	TCR-CD3 inh	SIAE primary	UHRF1 MBD2 ctr	TDP2 inh	HTRA1 inhibitor	PRMT1 inh	ABHD4 inh	DDE Tn7 FP inh	PG9 binder
O=C(c1cccc(C(=O)N2CCN(c3ccccc3)CC2)c1)N1CCN(c2ccccc2)CC1	-1	4	5	-5	17	-5	-2	5	9	-1.3
COc1ccc(OC)c(S(=O)(=O)Nc2c(C)nn(C)c2C)c1	-1	2	4	0	-8	8	-1	-1	-1	0.0
COc1ccc(N2C(=O)C(O)C2c2ccc(C)cc2)cc1 (centres undefined)	0	7	-5	3	4	-3	3	7	8	0.2

Next records follow.
SMILES	LEDGF integ inh	TCR-CD3 inh	SIAE primary	UHRF1 MBD2 ctr	TDP2 inh	HTRA1 inhibitor	PRMT1 inh	ABHD4 inh	DDE Tn7 FP inh	PG9 binder
C=CCN1CC(c2nc3ccccc3n2Cc2cccc3ccccc23)CC1=O (centres undefined)	3	11	0	2	2	-12	-4	-5	-5	-1.9
Cc1ccc(NC(=O)COC(=O)c2ccco2)cc1S(=O)(=O)N1CCCCC1	0	6	4	1	0	-4	-5	2	-4	-0.8
Cc1ccc(S(=O)(=O)N2CCCC2)cc1S(=O)(=O)N1CCCC1	4	-8	-8	9	-2	0	3	-11	-6	-0.1
O=C(CCn1nc(-c2ccccc2)ccc1=O)NCCCN1CCCCCC1	-1	9	10	0	9	-2	-1	-6	2	-1.4
CC1=C(C(=O)Nc2cc(C)ccc2C)C(c2cccs2)NC(=S)N1 (centres undefined)	-2	4	5	0	9	-2	5	2	0	2.3
CCOC(=O)c1cccc(NC(=O)CS(=O)(=O)Cc2nc(-c3cccc(OC)c3)oc2C)c1	4	2	-8	-1	-6	-10	-1	-2	-5	0.1
O=C(COc1ccc(S(=O)(=O)NC2CCCCC2)cc1)NC1CCCC1	4	1	-2	0	-6	0	-8	-2	-7	-1.3
O=C(NNC(=O)c1csc(-c2cccnc2)n1)Nc1ccc(Cl)cc1	-1	-2	3	2	-3	-3	-3	1	-2	-0.3
COCc1ccc(CN2CCC(n3nccc3NC(=O)c3ccc4c(c3)OCO4)CC2)o1	3	6	-5	-1	12	6	-8	0	9	1.8
CCOC(=O)c1ccc(NCc2cccnc2)cc1	2	-2	0	1	16	10	-3	0	8	-0.2
CCCC[C@@]1(C2CCCC2)Cc2cc(OCC(=O)O)c(Cl)c(Cl)c2C1=O	10	-1	4	1	4	-12	-4	-50	6	-1.1
Cc1ccccc1NC1=NC(=S)N(CC(N)=O)C12CCOC(C)(C)C2 (centres undefined)	3	0	15	4	9	12	-4	-6	-8	0.3
Cc1ccc(C)c(-n2cc(CN3CCN(C(=O)c4ncn[nH]4)CC3)c(-c3ccccc3)n2)c1	0	8	-5	0	-3	-30	-3	-1	5	-0.9
CN(C)C(CNc1ncnc2sccc12)c1ccccc1 (centres undefined)	-6	1	1	4	4	0	0	3	1	-2.0
O=C(NCCCN1CCCC1=O)C1CCN(S(=O)(=O)c2ccc(Cl)cc2)CC1	-2	2	7	-3	-4	4	0	-1	6	-1.0
Cc1ccc(S(=O)(=O)N2CCC(C(=O)NCCN3CCOCC3)CC2)cc1	1	-10	2	-1	9	0	4	0	6	-0.5
O=[N+]([O-])c1ccc(Nc2nccc(Cl)n2)cc1	0	0	0	-5	13	x	-2	7	1	0.0
Cc1ccc(-c2csc3nc(-c4ccncc4)[nH]c(=O)c23)cc1	1	4	-1	-1	3	-4	1	5	5	-1.9
COC(=O)C1C(O)=C(C=Nc2ccc(N)cc2)C(=O)CC1(C)C (centres undefined)	40*	26*	16	4	54*	27	3	38*	-1	-7.2
COc1ccc(CC(=S)N2CCOCC2)cc1	-2	-1	-4	-1	1	-1	7	0	0	-0.3
COC(=O)[C@H](C)NC(=O)NC1CCN(Cc2ccccc2)CC1	1	-9	-4	4	-22	2	-6	-6	1	-3.5
COCCNC(=O)CSc1ncnc2sc(-c3ccccc3)cc12	3	-2	2	0	4	1	-3	-2	3	-0.6
CCOC(=O)N1CCN(S(=O)(=O)c2cc(OCC)ccc2OCC)CC1	0	-2	-1	2	-9	-4	-1	5	-2	-1.6
CC(=O)c1c(N2CCCCC2)nc(=S)n(-c2ccccc2)c1C	0	0	1	4	1	1	17	9	-1	0.1
COc1cc(F)c(S(=O)(=O)N2CCOc3ccccc32)cc1OC	-6	-4	-8	6	-15	-10	5	-10	-1	-1.9
Cc1ccc(-c2nnc(CCC(=O)NCc3csc(C)n3)o2)s1	0	1	-2	-1	3	-3	-2	-1	-4	0.0
COc1cc2c(cc1OC)CN(CC(=O)NC(=O)NC(C)(C)C)CC2	-3	-1	-8	-1	4	-2	-1	-1	8	-0.6
COc1ccc(CCN(C)CCC(=O)Nc2cccc(C)c2)cc1OC	3	-5	-1	3	-9	6	-4	8	-1	0.3
CCN(CC)S(=O)(=O)c1ccc(C(=O)OCC(=O)NCc2ccco2)cc1	-5	4	0	-1	-16	3	1	3	3	3.0
CCCCc1nc2sc3c(SCC(=O)NCc4ccco4)ncnc3c2c2c1CCC2	6	-2	-6	0	11	-9	-2	-13	6	84*
COC(=O)C1CCN(C(=O)Nc2ccc(OC)cc2)CC1	1	-2	-4	3	-14	2	1	-1	-6	-2.6
CC/C(=N\NC(=O)OC)c1ccc(OC(F)F)cc1	5	2	4	10	10	-3	-4	-1	-4	-0.4
CC(C)C1C(=O)N(Cc2cn(Cc3ccco3)nn2)CCS(=O)(=O)N1Cc1ccc(-c2ccc(F)cc2)cc1 (centres undefined)	0	4	-12	-3	8	-49	6	-12	-8	0.9
CCN(c1ccc(F)cc1)S(=O)(=O)c1ccc2[nH]cc(C(=O)NCCCN3CCOCC3)c(=O)c2c1	1	7	-3	-2	-8	1	-7	-1	-4	0.8
CCOc1ccc(C2c3[nH]c4ccccc4c3CCN2Cc2cn(CC)nc2C)cc1 (centres undefined)	2	-5	0	0	1	-7	3	1	-4	-0.2
Cc1cc(NC(=O)c2cc(-c3ccccc3)on2)n(-c2ccccc2)n1	-2	2	4	0	3	-7	-1	6	-5	2.9
O=C(CC1Oc2ccccc2NC1=O)NCCCN1CCOCC1 (centres undefined)	0	5	2	-1	7	-1	1	5	3	0.2
Cc1ccc2c(c1)N(CCCC(=O)NCCCN1CCCC1=O)C(=O)CO2	-1	-2	-2	6	2	-3	0	1	-8	-0.1
COc1ccccc1N(C(=O)c1snc(C(N)=O)c1N)C(C(=O)NC1CCCC1)c1ccc2ncccc2c1 (centres undefined)	2	-1	-3	-1	18	-2	1	1	-5	-2.5
Cc1ccc(Cc2c(-c3cccc(Br)c3)nc3cc(C)c(Br)c(C)n23)cc1	1	2	-4	-1	1	x	0	-6	-6	-1.4
CCOC(=O)c1nn(-c2cccc(OC)c2)c2nc(Nc3ccccc3)cc(=O)n12	-6	0	-10	4	-7	-101	8	-25	-2	-1.0
CCCc1cc(=O)[nH]c(SCC(=O)Nc2cccc(S(=O)(=O)N3CCOCC3)c2)n1	3	0	-8	0	-9	1	2	-3	5	-0.8

Of the compounds above, 9 contain two or more sulfur atoms:
SMILES	LEDGF integ inh	TCR-CD3 inh	SIAE primary	UHRF1 MBD2 ctr	TDP2 inh	HTRA1 inhibitor	PRMT1 inh	ABHD4 inh	DDE Tn7 FP inh	PG9 binder
CCN(CC)S(=O)(=O)c1ccc(N2CCN(S(=O)(=O)c3ccc4c(c3)OCCO4)CC2)nc1	3	-3	-3	5	-4	-2	3	9	-2	-0.1
O=C(NC(=S)Nc1ccc(S(=O)(=O)N2CCCCC2)cc1)c1ccccc1	0	-3	-8	-2	-10	-5	1	2	2	-0.5
O=C(C1CCN(S(=O)(=O)c2ccc(Br)s2)CC1)N1CCN(C2CCCCC2)CC1	-2	-3	-5	1	-1	-4	3	1	4	1.2
Cc1ccc(S(=O)(=O)N2CCCC2)cc1S(=O)(=O)N1CCCC1	4	-8	-8	9	-2	0	3	-11	-6	-0.1
CC1=C(C(=O)Nc2cc(C)ccc2C)C(c2cccs2)NC(=S)N1 (centres undefined)	-2	4	5	0	9	-2	5	2	0	2.3
COCCNC(=O)CSc1ncnc2sc(-c3ccccc3)cc12	3	-2	2	0	4	1	-3	-2	3	-0.6
Cc1ccc(-c2nnc(CCC(=O)NCc3csc(C)n3)o2)s1	0	1	-2	-1	3	-3	-2	-1	-4	0.0
CCCCc1nc2sc3c(SCC(=O)NCc4ccco4)ncnc3c2c2c1CCC2	6	-2	-6	0	11	-9	-2	-13	6	84*
CCCc1cc(=O)[nH]c(SCC(=O)Nc2cccc(S(=O)(=O)N3CCOCC3)c2)n1	3	0	-8	0	-9	1	2	-3	5	-0.8

Source: PubChem BioAssay (The Scripps Research Institute Molecular Screening Center)

No enrichment for hits; about 4.2% have a hit in one of these screens.
